High-throughput results: PubChem BioAssay, The Scripps Research Institute Molecular Screening Center
FBW7 act = activators of human E3 ligase FBW7; Q969H0; AlphaScreen FBW7–phospho-cyclin E peptide binding, activator screen; normalized activity (activation), % at 26.1 µM; hit rate 0.13% among 650,000; in the data active = normalized activity above about 1.9%;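 also: purified mutant Fbw7 with reduced substrate affinity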
Target sequence (Q969H0 whole entry, looked up): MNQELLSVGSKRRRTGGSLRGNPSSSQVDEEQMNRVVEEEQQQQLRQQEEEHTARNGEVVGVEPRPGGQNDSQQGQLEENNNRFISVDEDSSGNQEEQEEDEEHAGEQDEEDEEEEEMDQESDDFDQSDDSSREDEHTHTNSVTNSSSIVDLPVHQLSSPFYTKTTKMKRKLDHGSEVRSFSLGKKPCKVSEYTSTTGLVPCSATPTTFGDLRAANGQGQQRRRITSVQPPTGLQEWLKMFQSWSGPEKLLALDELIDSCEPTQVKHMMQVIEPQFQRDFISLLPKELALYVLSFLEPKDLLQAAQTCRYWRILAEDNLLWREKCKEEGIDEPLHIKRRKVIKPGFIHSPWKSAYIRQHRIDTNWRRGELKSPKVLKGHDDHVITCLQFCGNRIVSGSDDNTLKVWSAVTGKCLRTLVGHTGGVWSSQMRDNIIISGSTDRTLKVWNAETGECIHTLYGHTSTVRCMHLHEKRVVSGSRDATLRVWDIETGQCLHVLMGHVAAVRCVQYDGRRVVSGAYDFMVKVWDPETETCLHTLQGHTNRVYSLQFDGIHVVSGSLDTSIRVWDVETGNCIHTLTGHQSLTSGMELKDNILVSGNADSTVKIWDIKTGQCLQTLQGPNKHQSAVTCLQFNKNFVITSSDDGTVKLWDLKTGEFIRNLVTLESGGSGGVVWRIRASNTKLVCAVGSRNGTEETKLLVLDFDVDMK
TEAD-YAP block = TEAD-YAP interaction inhibition. HEK-TIYL cells, TEAD-Gal4/YAP UAS-luciferase luminescence. inhibition, % at 9.12 µM. hit rate 1.4% among 640,000. AID 1259422; in the data active = inhibition above about 32%;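 also: 0% = median of test compound wells and 100% = reference inhibitor wells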
GPR151 ag = activators of human GPR151 | Q8TDV0 | PathHunter beta-arrestin GPR151 cells, luminescence | activation, % at 11.2 µM | hit rate 1% among 650,000; in the data active = activation above about 4.9%;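 also: 0% = median of compound wells and 100% = cells with positive control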
Target sequence (Q8TDV0 whole entry, looked up): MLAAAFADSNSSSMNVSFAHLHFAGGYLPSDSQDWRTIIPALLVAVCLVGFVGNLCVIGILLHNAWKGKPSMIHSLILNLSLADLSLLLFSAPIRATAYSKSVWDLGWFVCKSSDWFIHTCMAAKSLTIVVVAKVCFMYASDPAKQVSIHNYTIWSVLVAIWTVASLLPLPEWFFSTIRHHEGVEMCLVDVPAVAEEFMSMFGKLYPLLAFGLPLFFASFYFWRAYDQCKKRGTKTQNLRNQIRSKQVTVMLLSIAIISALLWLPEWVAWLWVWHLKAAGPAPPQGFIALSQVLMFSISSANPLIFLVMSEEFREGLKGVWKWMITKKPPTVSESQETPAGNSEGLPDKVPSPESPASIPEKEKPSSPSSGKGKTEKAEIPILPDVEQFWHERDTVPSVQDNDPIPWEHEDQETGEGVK
MITF primary = inhibitors of human MITF; AlphaScreen MITF homodimerization, bead proximity signal; inhibition, % at 2.6 µM; hit rate 0.91% among 650,000; AID 1259374; in the data active = inhibition above about 50%;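 also: 0% = vehicle wells with protein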
Starred values were filed as active, the others as inactive; / = no result given.

SMILES	FBW7 act	TEAD-YAP block	GPR151 ag	MITF primary
O=C(COC(=O)c1c[nH]c(=O)[nH]c1=O)Nc1ccccc1C(=O)c1ccccc1	0.0	12.3	1.4	1.3
COc1ccc(CCNC(=O)CSc2nc3ccsc3c(=O)n2NC(=O)COc2ccccc2Br)cc1OC	0.0	15.6	-1.1	4.3
COc1ccc(-n2nc([N+](=O)[O-])c(=Nc3ccc([N+](=O)[O-])cc3C)n2O)cc1	-0.2	-2.1	-2.0	-3.5
Cc1nc([N+](=O)[O-])cn1Cc1cn(Cc2ccccc2)nn1	0.7	2.1	-0.9	10.2
O=C(CSc1nc2c(sc(=S)n2Cc2ccco2)c(=O)n1-c1ccc(F)cc1)N1CCCC1	0.0	-9.9	0.4	-14.6
O=C(COC1=CCCC1)N/N=C/c1cccc([N+](=O)[O-])c1	0.3	8.7	-1.7	13.8
Cc1sc2nc(C3CC3)n3c(=O)n(Cc4ccccn4)nc3c2c1C	-0.3	-5.7	1.3	-7.2
O=C(CSc1nc2ccc(NC(=O)c3cccc4ccccc34)cc2s1)NC1CCCCC1	-0.1	-3.5	-1.0	3.1
CC(C)(C)C(=O)Nc1ccc(-c2csc(N)n2)cc1	-0.1	-22.9	0.0	-1.9
Cc1ccc(OCc2nnc(SCC(=O)NCc3ccccc3)o2)cc1	0.2	8.6	-0.6	1.9
O=C(Nc1ccc2oc(-c3ccncc3)nc2c1)c1ccc(-c2cccc(Cl)c2)o1	0.3	-4.5	0.5	6.1
Cc1cccnc1NC(=O)CN1C(=O)COc2ccccc21	0.0	2.6	1.0	-11.1
Cc1ccc(S(=O)(=O)n2nc(C)c(Sc3ccccc3)c2-c2ccccc2)cc1	0.0	0.4	3.5	1.8
CC(=O)c1ccc(-c2ccc(/C=C/[N+](=O)[O-])o2)cc1	-0.1	-11.9	0.1	69.1*
CCN(CC)C(=S)SCCC(=O)NC(=O)Nc1ccccc1	0.0	1.9	0.8	2.7
CC(Sc1nc(-c2ccccc2)c(-c2ccccc2)[nH]1)C(=O)O (stereo not drawn)	-0.1	-2.3	-0.1	10.9
Cn1cc(-c2cnc3c(n2)[nH]c(=O)n3CC2CC2)cn1	0.2	5.1	7.7*	21.8
CCOCCCN1CN(Cc2ccco2)CNC1=S	-0.1	9.2	0.1	10.9
CC(=O)n1c2ccccc2c2cc(Br)ccc21	-0.1	1.6	0.1	-7.2
O=C(Nc1cccc(C(F)(F)F)c1)c1ccc(NC(=O)c2cc(Cl)ccc2Cl)cc1	0.0	-7.5	2.5	-3.0

4 entries from above in another layout:
SMILES: CCN(CC)C(=S)SCCC(=O)NC(=O)Nc1ccccc1
  FBW7 act = 0.0 | TEAD-YAP block = 1.9 | GPR151 ag = 0.8 | MITF primary = 2.7

SMILES: CC(Sc1nc(-c2ccccc2)c(-c2ccccc2)[nH]1)C(=O)O (stereo not drawn)
  FBW7 act = -0.1 | TEAD-YAP block = -2.3 | GPR151 ag = -0.1 | MITF primary = 10.9

SMILES: Cn1cc(-c2cnc3c(n2)[nH]c(=O)n3CC2CC2)cn1
  FBW7 act = 0.2 | TEAD-YAP block = 5.1 | GPR151 ag = 7.7* | MITF primary = 21.8

SMILES: CCOCCCN1CN(Cc2ccco2)CNC1=S
  FBW7 act = -0.1 | TEAD-YAP block = 9.2 | GPR151 ag = 0.1 | MITF primary = 10.9

New compounds follow.
SMILES	FBW7 act	TEAD-YAP block	GPR151 ag	MITF primary
O=C(O)c1ccccc1C(=O)N(c1ccccc1)c1ccccc1	0.5	7.2	1.1	17.2
COc1ccc([C@@H]2CN(C(=O)c3ccccc3F)C[C@H]2C(=O)O)cc1	0.0	4.3	-0.3	12.3
CCC(=O)Nc1nc2ccc(F)cc2s1	-0.2	-44.5	-1.9	-4.1
COc1ccc(C(=O)CC2(O)C(=O)N(Cc3cccc4ccccc34)c3ccccc32)cc1 (stereo not drawn)	-0.1	12.1	0.5	-6.0
Cc1[nH]nc2c1C1(CCN(Cc3ccccc3)CC1)C(C#N)=C(N)O2	-0.7	3.3	-1.1	14.3
CCCCCCOc1ccc(C(=O)Nc2cnc3ccccc3c2)cc1	0.0	-1.8	-1.5	7.1
COc1cc2sc(=NC(=O)c3ccccc3)n(C)c2cc1OC	0.9	-65.2	-1.3	-4.4
CC1=C(C(=O)Nc2ccccn2)C(c2ccccc2Cl)C2=C(CCCC2=O)N1 (stereo not drawn)	0.0	-3.6	-0.2	-5.4
Cc1ccnn1CCC(=O)N1CCN(Cc2ccccc2F)C[C@@H]1C(C)C	-0.1	26.7	2.4	-9.8
COC(=O)Oc1ccc(/C=N/NC(=O)c2ccccc2O)cc1OC	0.2	-6.9	-0.7	-13.7
CCC(=O)NCC(c1cccs1)N1CCc2ccccc2C1 (stereo not drawn)	0.0	-37.0	0.5	-9.2
CCCOc1ccccc1C(=O)NC(CO)C(=O)O (stereo not drawn)	1.5	-2.2	0.5	16.6
c1ccc(OCCSc2nc3ccccc3[nH]2)cc1	0.7	-68.2	0.4	2.0
CC(=O)OC1=C(Sc2ccc(Cl)cc2)C(=O)CCC1	-0.1	0.4	2.1	39.1
COc1ccc(OC)c(-n2cnc3cc(C(=O)NCc4ccco4)ccc32)c1	0.0	-12.3	0.3	74.8*
CC1=NN(Cc2cc(C(C)(C)C)c(O)c(C(C)(C)C)c2)C(=O)C1	0.1	11.1	2.5	-3.0
CCOC(=O)C1CCN(C2C3CC4CC(C3)CC2C4)CC1 (stereo not drawn)	0.1	1.8	1.4	8.0
COc1ccc(/C=C/C(=O)Oc2cccc([N+](=O)[O-])c2)cc1	0.3	6.2	1.0	-23.7
CCC(C)NS(=O)(=O)c1cc(C(=O)Nc2ccccc2C)ccc1F (stereo not drawn)	-0.1	-7.7	-3.3	-11.0
Cc1ccc(-n2nc3c(c2NC(=O)COc2ccc4ccccc4c2)CS(=O)C3)cc1 (stereo not drawn)	0.1	-14.5	0.9	-3.1
COc1cccc(-c2nc3ccc(O)cc3c(=O)o2)c1	0.1	10.3	-7.6	21.8
O=C(Nc1ccc(-c2cn3ccccc3n2)cc1)c1cccs1	0.0	-70.0	-4.2	-6.7
Cc1ccc(S(=O)(=O)N2CCN(c3ccc([N+](=O)[O-])c(NC(C)CCc4ccccc4)c3)CC2)cc1 (stereo not drawn)	0.2	5.8	-1.8	4.1
COc1ccccc1-c1csc(-c2c(C)nc3sccn23)n1	0.2	10.9	2.3	7.1
COc1ccc(C2CC(c3cccs3)=NN2C(=O)CSc2nnc(CNC(=O)c3ccco3)n2C)cc1 (stereo not drawn)	0.2	2.5	-0.9	9.7
CCCN1C(=O)C2C(C(=O)Nc3ccc(Oc4ccccc4)cc3)C3C=CC2(O3)C1C(=O)NC1CCCCC1 (stereo not drawn)	0.3	8.3	-1.4	4.2
CCCOc1ccc(/C=C(\C#N)C(=O)NC(N)=O)cc1OCC	0.0	8.6	1.8	2.3
O=C(Nc1ccc(-c2ccc([N+](=O)[O-])cc2)cc1)c1cccc(Br)c1	0.1	-5.9	-1.6	-2.6
O=C(NCCN1CCN(c2ccccc2)CC1)Nc1cccc(Cl)c1	0.0	10.9	-1.4	11.0
O=C(CSc1nc2c(c(=O)[nH]1)C1(CCCCC1)Cc1ccccc1-2)c1ccc(Cl)cc1	0.1	2.0	0.9	-178.4
COc1ccc(NC(=O)COc2cc(Cl)ccc2Cl)cc1	0.2	-16.6	0.7	24.5
CC1(C)CC(=O)c2cc(C(=O)NCc3ccccc3)c(=O)n(-c3ccccc3)c2C1	-0.1	-2.3	-0.4	0.4
O=C(CCC1CCCCC1)Nc1ccc2c(c1)OCCO2	0.3	-65.3	-1.4	6.2
NC1=NC(=O)C(CC(=O)c2ccc3c(c2)CCCC3)S1 (stereo not drawn)	-0.1	-27.3	0.8	5.1
COc1cc(CN2CCc3cc(OC)c(OC)cc3C2)cc(OC)c1	-0.1	5.5	1.4	3.1
COCCCNC(=O)c1c(N)sc2c1CCCC2	-0.1	-8.1	-1.5	0.2
Cc1ccc(NC(=O)c2cc(=O)c3ccccc3o2)cc1	0.1	-16.9	0.6	-6.0
O=C(NC(C(=O)O)C(O)c1ccccc1)c1ccc(Br)cc1 (stereo not drawn)	0.1	-6.3	-1.4	-11.8
NC(=O)c1cc(-c2ccc(O)cc2)nc2ccccc12	0.0	3.7	-0.3	17.1
Nc1ccc(C(=O)Nc2ccc(Oc3cccc(Oc4ccc(NC(=O)c5ccc(N)cc5)cc4)c3)cc2)cc1	-0.1	-0.3	6.1*	7.0
CC1CCN(C(=O)CN(c2cccc(Cl)c2)S(C)(=O)=O)CC1	0.4	6.6	-0.6	-5.5
COc1cc(OC)c(OC)cc1/C=C1\N=C(c2cc(C)ccc2[N+](=O)[O-])OC1=O	0.1	-5.6	-1.6	7.4
Cc1ccc(N2C(=O)C(Cl)=C(Cl)C2=O)cc1Cl	-0.2	8.2	-0.8	22.8
Cc1nn(Cc2ccccc2)c(Cl)c1/C=N/Nc1ccc(S(N)(=O)=O)cc1[N+](=O)[O-]	0.1	9.6	5.2*	9.2
Cc1cc(C)nc(NC2=NCC(=O)N2CCc2c[nH]c3ccccc23)n1	0.4	-7.9	0.8	4.8
COc1ccc(C(=S)N2CCOCC2)cc1OS(=O)(=O)c1ccccc1[N+](=O)[O-]	-0.1	8.1	0.7	-0.9
COc1ccc2c(c1)c(CC(=O)Nc1cccnc1)c(C)n2C(=O)c1ccc(Cl)cc1	/	/	0.4	-5.2
CN1CCN(C(=O)CN(c2ccc(Cl)cc2)S(C)(=O)=O)CC1	0.0	-0.1	1.1	-4.9
Cc1ccc(-c2nnc(NC3CCCCC3)c3ccccc23)cc1S(=O)(=O)N1CCN(C)CC1	0.1	15.8	-1.8	7.7
COC(=O)C1=C(C)NC2=C(C(=O)CCC2)C1c1ccccc1C (stereo not drawn)	0.4	4.3	0.5	-5.7
CCOC(=O)c1c(CSc2nc3ccccc3[nH]2)n(-c2ccccc2)c2cc(Br)c(OC(C)=O)cc12	0.1	-1.4	-0.1	-4.0
O=C(Nc1ccccc1C(=O)OCCN1CCCC1=O)c1ccc(F)cc1	0.7	10.7	0.3	22.6
C=CCN1C(=O)/C(=C\c2ccc(OC(C)C(=O)O)c(OC)c2)C(=O)NC1=S (stereo not drawn)	-0.2	-8.2	-0.9	13.6
Cc1c(C)n(C(=O)C(C)Cl)c2ccccc12 (stereo not drawn)	0.2	1.1	0.5	6.8
CCn1ncc([N+](=O)[O-])c1C(=O)Nc1c(C)cccc1C	-0.2	3.6	0.5	-2.2
COc1ccc(-c2csc(=Nc3ccc(F)cc3)n2Cc2ccc(Cl)cc2)cc1Br	0.1	6.8	-0.1	-5.7
CCOC(=O)c1c(C)[nH]c(C(=O)COC(=O)c2ccc(O)cc2O)c1C	-0.1	10.0	0.1	-2.0
COc1cc(Nc2cnn(C34CC5CC(CC(C5)C3)C4)c(=O)c2Cl)cc(OC)c1OC	0.0	-6.0	0.5	-7.9
O=C(Nc1ccc(F)cc1F)C1Cc2ccccc2CN1C(=O)c1ccco1 (stereo not drawn)	0.3	-15.5	-0.8	15.5
O=C(Nc1ccc(F)cc1)Nc1ccc(N2CCOCC2)c2nonc12	0.5	-20.4	1.1	17.6

Full records, quoted from the list.
Results for COc1ccc(C(=S)N2CCOCC2)cc1OS(=O)(=O)c1ccccc1[N+](=O)[O-] = FBW7 act = -0.1; TEAD-YAP block = 8.1; GPR151 ag = 0.7; MITF primary = -0.9
Results for Cc1nn(Cc2ccccc2)c(Cl)c1/C=N/Nc1ccc(S(N)(=O)=O)cc1[N+](=O)[O-] = FBW7 act = 0.1; TEAD-YAP block = 9.6; GPR151 ag = 5.2*; MITF primary = 9.2
Results for CCOC(=O)c1c(CSc2nc3ccccc3[nH]2)n(-c2ccccc2)c2cc(Br)c(OC(C)=O)cc12 = FBW7 act = 0.1; TEAD-YAP block = -1.4; GPR151 ag = -0.1; MITF primary = -4.0

Continued.
SMILES	FBW7 act	TEAD-YAP block	GPR151 ag	MITF primary
CCS(=O)(=O)C1=NSC2=NC(=O)/C(=C\c3cc(OC)c(OC)c(OC)c3)C(=N)N21	0.1	0.6	1.0	-18.2
CCOC(=O)Oc1ccc2c(-c3ccccc3)cc(=O)oc2c1	-0.7	7.1	0.1	-2.2
CCCc1cc(C(=O)Nc2sc3c(c2C(N)=O)CCCC3)no1	-0.1	-1.6	0.5	4.1
Cc1ccc(C)c(N2CCN(C(=O)c3csc(-n4cccc4)n3)CC2)c1	-0.1	8.5	-1.7	-0.3
COc1ccc(OC)c(-c2nc3c(C#N)c[nH]n3c2NCCC(C)C)c1	0.5	-9.0	-0.4	1.5
CCCOc1ccc(/C(O)=C2\C(=O)C(=O)N(CCN3CCOCC3)C2c2ccccc2F)cc1C (stereo not drawn)	0.3	6.4	2.2	26.9
O=c1c2sccc2nc(SCc2cccc(Br)c2)n1CCc1ccc(Cl)cc1	-0.1	0.0	0.0	-4.3
CCc1c(C)sc2ncn(C3CCN(CC(=O)NC(C)C)CC3)c(=O)c12	0.1	14.0	-0.1	21.1
O=c1nc(/C=C/c2ccc(O)c(O)c2)oc2ccccc12	-1.2	-61.5	-5.6	3.5
CCN(CC)CCn1c(-c2ccc(Br)cc2)cn2c3ccccc3nc12	0.4	-24.0	1.5	2.6
CCN(CC)C(=O)C1CCCN(C(=O)c2cc(Cc3cccc(F)c3)no2)C1 (stereo not drawn)	-0.2	-17.7	1.6	-18.5
CS(=O)(=O)N1CCN(C(=O)/C=C/c2cccs2)CC1	0.3	0.2	-1.5	3.2
COc1cc2nc(NCC3CCCO3)n3nc(-c4cccnc4)nc3c2cc1OC (stereo not drawn)	-0.1	-13.2	1.9	-2.9
COc1cc(-c2nnc(SCC(=O)c3ccc(-c4ccccc4)cc3)o2)cc(OC)c1OC	-0.1	8.5	-1.5	0.0
